D3 antag = qHTS of D3 Dopamine Receptor Antagonist: qHTS; D(3) dopamine receptor (Homo sapiens), P35462; D3R cells, DiscoveRx beta-arrestin luminescence, antagonist mode; hits give low values; max response, negative = inhibition, %; 360,000 compounds, 2.5% hits; in the data active = max response below about -50%; inconclusive = no clear call, values can overlap the other calls; note: % is set by controls: 0 for no effect and ±100 for the full control effect; mostly tested at two doses, the higher about 12 µM
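Cells expressing the human receptor were seeded at 1500 cells/well, incubated overnight at 37 degrees C in 5% CO2, then exposed to library compounds with dopamine controls for 90 minutes at 37 degrees C before luminescent detection.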
aSyn rescue = qHTS of alpha-syn Inhibitors; Potency, µM (highest dose often 46.1 µM), for inactives: at the highest dose growth rescue (activation), hits mostly activators; Yeast expressing alpha-synuclein, growth rescue, BacTiter-Glo, 24 h; AID 652106, 2013; 370,000 compounds, 0.14% hits; note: potency is the fitted concentration of half-maximal effect; % of control where 0% means no effect; nearly all actives have a fitted effect of over 65% in size
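Screening used galactose-induced yeast with toxic alpha-synuclein levels, exposed to compound for 24 hr at 30 deg C. Cell growth, read with BacTiter-Glo luminescence, gave the measured signal.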
EPAC2 agonist = qHTS for Agonist of cAMP-regulated guanine nucleotide exchange factor 4 (EPAC2): primary screen | Rap guanine nucleotide exchange factor 4 (Homo sapiens), Q8WZA2 | EPAC2 activation, biochemical qHTS; response scale: 100% = 6.5 mM cAMP response | Potency, µM (top dose mostly 154 µM), without a hit: at the highest dose activation, usual class: activators | 360,000 compounds, 0.079% hits; note: potency is the fitted concentration of half-maximal effect; nearly all actives have a fitted effect of over 50% in size
Target sequence (Q8WZA2 whole entry, looked up): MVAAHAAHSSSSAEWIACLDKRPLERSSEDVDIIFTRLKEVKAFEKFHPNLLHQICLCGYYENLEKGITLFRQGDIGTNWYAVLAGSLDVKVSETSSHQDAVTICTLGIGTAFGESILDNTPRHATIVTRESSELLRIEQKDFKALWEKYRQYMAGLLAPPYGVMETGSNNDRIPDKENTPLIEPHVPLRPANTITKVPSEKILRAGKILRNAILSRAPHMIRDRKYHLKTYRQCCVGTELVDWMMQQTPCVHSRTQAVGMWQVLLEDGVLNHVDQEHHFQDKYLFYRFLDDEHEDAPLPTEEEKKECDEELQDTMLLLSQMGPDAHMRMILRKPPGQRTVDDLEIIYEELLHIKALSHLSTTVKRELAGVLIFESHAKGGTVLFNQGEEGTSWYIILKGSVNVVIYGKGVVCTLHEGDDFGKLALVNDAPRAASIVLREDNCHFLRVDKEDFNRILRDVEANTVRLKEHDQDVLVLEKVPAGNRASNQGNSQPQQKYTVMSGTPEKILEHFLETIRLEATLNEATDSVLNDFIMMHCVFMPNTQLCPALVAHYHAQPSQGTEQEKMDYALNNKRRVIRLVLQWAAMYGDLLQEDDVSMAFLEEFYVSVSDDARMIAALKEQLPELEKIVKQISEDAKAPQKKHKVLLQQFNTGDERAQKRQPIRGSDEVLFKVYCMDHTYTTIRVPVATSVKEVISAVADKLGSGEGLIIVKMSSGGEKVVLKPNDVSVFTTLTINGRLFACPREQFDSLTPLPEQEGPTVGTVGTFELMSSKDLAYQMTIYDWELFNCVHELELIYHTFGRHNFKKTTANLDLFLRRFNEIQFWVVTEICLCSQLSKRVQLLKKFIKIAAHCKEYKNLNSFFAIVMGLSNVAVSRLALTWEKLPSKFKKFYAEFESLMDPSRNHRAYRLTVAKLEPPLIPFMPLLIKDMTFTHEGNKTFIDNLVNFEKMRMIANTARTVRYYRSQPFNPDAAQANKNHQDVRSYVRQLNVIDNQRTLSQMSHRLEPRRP
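Setup: EPAC2 100 nM, labeled Rap1B complex 250 nM, free GDP 50 uM. Compound titrations pinned in, brief spin, 5 min room temperature incubation. Kinetic fluorescence read over 30 min, normalized to 6.5 mM cAMP.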
DRD3 agonist = qHTS of D3 Dopamine Receptor Agonist: qHTS. max activation, %. 410,000 compounds, 0.58% hits. D3R DiscoveRx beta-arrestin cells, luminescence, 90 min. AID 652048, 2013. D(3) dopamine receptor (Homo sapiens), P35462; in the data active = max activation above about 30%; note: 0% is about no effect; mostly tested at two doses, the higher about 12 µM
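Agonist mode: compounds and dopamine controls were applied to plated cells for 90 min at 37 degrees C after an overnight attachment at 1500 cells/well. Luminescent read-out followed 30 - 60 minutes at room temperature with DiscoveRx detection reagent.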
EPAC2 antag = qHTS for Antagonist of cAMP-regulated guanine nucleotide exchange factor 2 (EPAC2): primary screen | Rap guanine nucleotide exchange factor 4 (Homo sapiens), Q8WZA2 | EPAC2 GEF exchange of Rap1B-BODIPY-GDP, fluorescence | Potency, µM (highest dose often 114 µM), without a hit: top-dose activity, negative = inhibition, actives largely listed as inhibitors | 360,000 compounds, 0.18% hits | AID 720708, 2013; note: potency is the fitted concentration of half-maximal effect; % is set by controls: 0 for no effect and ±100 for the full control effect; nearly all actives have a fitted effect of over 45% in size; many of its hits are not listed in these tables
FUS suppressor = qHTS for Suppressors of FUS Proteinopathy: Primary screen using FUS-linked yeast assay; S. cerevisiae FUS-expressing, growth rescue, OD600, 24 h; 390,000 compounds, 0.24% hits; Potency, µM (top dose mostly 76.6 µM), inactives show at the highest dose growth rescue (activation), actives largely listed as activators; AID 1347120, 2019;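 note: potency is the fitted concentration of half-maximal effect; plate controls were DMSO vehicle for no effect and reference control for full effect; nearly all actives have a fitted effect of over 55% in size; some results filed as inactive show a strong effect at the top dose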
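FUS-expressing yeast, raffinose-pregrown, induced in 2% galactose minimal medium at OD 0.005; compounds in a dilution series, 24hr at 30C. Growth restoration read as absorbance at 600 nm. CP55940 positive control, DMSO negative.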
TDP43 rescue = qHTS of TDP-43 Inhibitors; TDP-43 expressing yeast growth rescue, BacTiter-Glo, 24 h; Potency, µM (series often up to 46.1 µM), for the others: at the highest dose growth rescue (activation), hits mostly activators; 410,000 compounds, 1.8% hits; note: potency is the fitted concentration of half-maximal effect; % of control where 0% means no effect; nearly all actives have a fitted effect of over 50% in size
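Readout is BacTiter-Glo luminescence of cell growth, so inhibitors register as activators. TDP-43-expressing yeast at OD600=0.02 in galactose medium, after raffinose pregrowth to mid-log, were incubated with compound for 24 hr at 30 deg C.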
Abeta rescue = qHTS for compounds that reverse cellular toxicity of Amyloid beta (A-beta) peptide in yeast: Primary Screen. yeast expressing A-beta42, growth rescue, OD600, 48 h; response scale: 0% DMSO, 100% iron-clioquinol control. Potency, µM (titrated, usually from 46.1 µM), without a hit: at the top dose growth rescue, actives largely listed as activators. 410,000 compounds, 0.063% hits; note: potency is the fitted concentration of half-maximal effect; nearly all actives have a fitted effect of over 55% in size
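Growth rescue measured by 600 nm absorbance after 48 h yeast culture at 30 C with compound. Values normalized between DMSO and an equimolar ferric chloride plus clioquinol control.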
An asterisk follows results filed as active; ? = inconclusive; . = no result given; [ ] = remark or other dose. Unless noted, calls come from the whole dose curve; as a rule, active = well fitted curve in the direction sought with a large enough effect; inconclusive = small, poorly fitted or top-dose-only effect, or another doubt; inactive = no such curve, though single readings can be large; an effect the other way counts as inactive or inconclusive.

SMILES | D3 antag | aSyn rescue | EPAC2 agonist | DRD3 agonist | EPAC2 antag | FUS suppressor | TDP43 rescue | Abeta rescue
Cc1nc(-c2ccc(C)c(N3CCN(C(=O)Nc4cccc(Cl)c4C)CC3)c2)no1 | . | ? | . | 2 | . | -5% | 13% | -6%
CC(=O)NN(O)C1N(C)C(=O)N(Cc2ccccc2)C1(C)C (stereo unspecified) | 0 | -1% | 1% | 5 | 3% | -12% | 8% | 13%
COC(=O)c1c(NC(=O)CN2CCC3(O)CCCCC3C2c2ccccc2OC)sc(C)c1C (stereo unspecified) | -17 | 10% | 0% | -3 | -4% | . | ? | ?
c1ccc(C2c3[nH]c4ccccc4c3CCN2Cc2cccn2-c2ccccn2)nc1 (stereo unspecified) | -15 | 2% | 10% | 2 | -13% | -8% | 7% | -5%
CC1(C(=O)NS(=O)(=O)C2CC2)CCN(C(=O)CSc2ccccc2)C1 (stereo unspecified) | -27 | 0% | 8% | -7 | 3% | -23% | 15% | 8%
CC(C)NC(=S)N/N=C/C1=CCC2CC1C2(C)C (stereo unspecified) | 11 | -14% | 2% | -4 | -12% | . | 6% | -18%
COc1ccc(CCNC(=O)Cn2nc(C)c3c(C)n(-c4ccc(C)cc4)nc3c2=O)c(OC)c1 | . | . | . | -7 | . | 3% | 14% | -1%
Cc1ccc(S(=O)(=O)Nc2cc3c(cc2Cl)n(C)c(=O)c(=O)n3C)cc1 | . | . | . | 5 | . | -16% | -2% | -8%
O=C(CCNC(=O)c1ccc(Br)cc1)NC1CCCc2ccccc21 (stereo unspecified) | 13 | 1% | 3% | -9 | -2% | 12% | 17% | -4%
CSC1=NC(=O)/C(=C/c2ccc(SC)cc2)S1 | -20 | -2% | 10% | -7 | 0% | 14% | 25%[9.22 µM] | -27%
Cc1ccc(-c2nn3nnnc3c3ccccc23)cc1C | 8 | -6% | -6% | -14 | 8% | 23% | 0% | 2%
COc1cc(OC)c(C(=O)C=Cc2ccc(OC)c(OC)c2)c(OC)c1 | ? | 12% | 3% | -5 | ? | 18% | -10% | -18%

Filtered by structure: those above containing a Cl atom (two)
SMILES | D3 antag | aSyn rescue | EPAC2 agonist | DRD3 agonist | EPAC2 antag | FUS suppressor | TDP43 rescue | Abeta rescue
Cc1nc(-c2ccc(C)c(N3CCN(C(=O)Nc4cccc(Cl)c4C)CC3)c2)no1 | . | ? | . | 2 | . | -5% | 13% | -6%
Cc1ccc(S(=O)(=O)Nc2cc3c(cc2Cl)n(C)c(=O)c(=O)n3C)cc1 | . | . | . | 5 | . | -16% | -2% | -8%

Next results.
SMILES | D3 antag | aSyn rescue | EPAC2 agonist | DRD3 agonist | EPAC2 antag | FUS suppressor | TDP43 rescue | Abeta rescue
CCc1sc(C(=O)Nc2ccc3nc(C)sc3c2)cc1C | 9 | 2% | -6% | 2 | -1% | 14% | 2% | -15%
CC1(C)Cc2nc3scc(NC(=O)c4ccccc4)c3cc2CO1 | 2 | -1% | 2% | -4 | -6% | 13% | ? | 19%
S=c1[nH]nc(CCc2nc3ccccc3[nH]2)n1-c1cccc(Cl)c1 | -15 | 0% | -2% | -1 | 9% | 18% | 25% | 5%
COc1cccc(CNC(=O)c2ccc3c(c2)N(C)CCS3)c1OC | 5 | 1% | 10% | -1 | -7% | -19% | 23% | 5%
CCOC(=O)c1ccc(-c2ccc3c(c2)CCC3)nc1C | 10 | -7% | 11% | 3 | -2% | -23% | 11% | -22%
Cc1c(C)n(CCC#N)c2ccc(Cl)cc12 | 14 | 20% | 7% | -14 | 3% | . | 13µM* | 11%
Cc1ccc(C(=O)NC(=S)N2CCN(c3ccc([N+](=O)[O-])cc3)CC2)cc1 | -53* | -21% | 5% | -23 | 0% | . | -13% | 13%
CC1CCCC(NS(=O)(=O)c2cc(Br)cnc2N)C1C (stereo unspecified) | 6 | ? | 3% | 6 | -14% | -6% | -7% | ?
O=C(c1cc(COc2ccc3ncccc3c2)on1)N1CCCCCC1 | 20 | -1% | -1% | 3 | 6% | -8% | ? | 5%
CC1(C(=O)Nc2ccc(F)cc2F)CCN1C(=O)CCC1CCCC1 (stereo unspecified) | 12 | 8% | -9% | -3 | -19% | -2% | 27% | 0%
COc1ccc(NC(=O)CCS(=O)(=O)c2ccccc2Cl)cc1S(=O)(=O)Nc1ccc(Cl)cc1 | 0 | -3% | 0% | -17 | -10% | 32µM* | -2% | 8%
CCOC(=O)c1cccc(NC(=O)C2CCN(S(=O)(=O)c3cn(C)cn3)CC2)c1 | . | . | . | 3 | . | -2% | 18% | -8%

Quoted from the listing.
Under TDP43 rescue, CCOC(=O)c1cccc(NC(=O)C2CCN(S(=O)(=O)c3cn(C)cn3)CC2)c1 has 18%
Under Abeta rescue, COc1ccc(CCNC(=O)Cn2nc(C)c3c(C)n(-c4ccc(C)cc4)nc3c2=O)c(OC)c1 has -1%

Following part.
SMILES | D3 antag | aSyn rescue | EPAC2 agonist | DRD3 agonist | EPAC2 antag | FUS suppressor | TDP43 rescue | Abeta rescue
O=S(=O)(c1ccc(Oc2ccc(S(=O)(=O)N(CCO)CCO)cc2)cc1)N(CCO)CCO | 14 | -3% | 10% | 1 | 27% | -38% | 4% | 4%
O=C1c2ccccc2-c2nnc(-c3ccc(O)cc3)cc21 | ? | 12% | 8% | -13 | 0% | 4% | 21% | -1%
C/C(=N\Nc1nncc2ccccc12)c1ccc(O)cc1 | -7 | 0% | 0% | -3 | -6% | -17% | 0% | 0%
CCOC(=O)Nc1ccc2c(c1)N(C(=O)N1CCN(C)CC1)c1ccccc1CC2 | -25 | -13% | 4% | -2 | 10% | -13% | -50%[inhibitor] | -2%
CC1(C(=O)NS(=O)(=O)c2cccc(OC(F)F)c2)CCN1C(=O)c1cccc(F)c1 (stereo unspecified) | -6 | -1% | 9% | -6 | 1% | -15% | 19% | -9%
O=C(/C=C/c1ccc(Cl)cc1)NCCc1ccccc1 | -8 | -18% | -2% | -1 | -2% | -5% | 10% | 2%
Cc1ccccc1CN1C(=O)CSCC1(C)C(=O)Nc1ccc2c(c1)OCCO2 (stereo unspecified) | 2 | 3% | 2% | -4 | -19% | 18% | 10% | -8%
Cc1ccc(OCC(=O)NCCCNC(=O)c2cnccn2)cc1C | 20 | 0% | 6% | -3 | 15% | 15% | -14% | 6%
Cc1ccc(-c2nnc(Nc3ccc(Br)cc3)c3ccccc23)cc1S(=O)(=O)N1CCN(C)CC1 | . | . | . | -19 | . | 12% | 5% | 1%
C/C(=C\C(=O)c1ccc(Br)cc1)Nc1cccc(Cl)c1 | -9 | -20% | 6% | 3 | 2% | 1% | -7% | 11%
Cc1ccc(NC(=O)C2CC(=O)N(c3ccc4c(c3)OCCO4)C2)cc1S(=O)(=O)N(C)C (stereo unspecified) | 27 | -1% | 9% | -5 | -3% | 36% | 10% | -10%
CCOc1ccc(NC(=O)Cn2c(=O)n(CCCCC(=O)NCCc3ccc(Cl)cc3)c(=O)c3ccccc32)cc1 | . | . | . | 6 | . | -19% | 16% | -8%
CC1CCCN(C(=S)NCCc2ccccc2)C1 (stereo unspecified) | 3 | -9% | -1% | 2 | -10% | 5% | -4% | 4%
Cc1ccc(C(=O)NCc2ccc3c(c2)OCO3)cc1Cl | -17 | -13% | 14% | -6 | -15% | 12% | 5% | 27%
CCCCCn1nc(-c2ccccc2)c2nc3ccccc3nc21 | -2 | 4% | 100µM* | -3 | 236%[activator] | . | 4% | 14%
CCOc1ccc(N2C(=O)CC(N(CCc3ccc(S(N)(=O)=O)cc3)C(C)=O)C2=O)cc1 (stereo unspecified) | 1 | -2% | 2% | -2 | -5% | 3% | -14% | 2%
COc1ccc(NC(=O)CSc2nc(-c3ccncc3)nn2CC(=O)N2CCCC2)cc1 | 32 | 2% | 4% | 22 | -4% | 16% | 8% | 1%
CCOC(=O)c1c(NC(=O)N/N=C/c2ccccc2OCC)sc(C(C)=O)c1C | 14 | 1% | 0% | 14 | -15% | -2% | 13% | -8%
CC(C(=O)OCC(=O)c1cccc([N+](=O)[O-])c1)N1C(=O)C2C3C=CC(C3)C2C1=O (stereo unspecified) | 8 | 3% | -4% | 11 | 4% | -4% | 2% | 4%
CCc1cc(=O)[nH]c(SCCc2ccccc2)n1 | 32 | 9% | 1% | -3 | -8% | 39% | 13% | .
C=C(C)Cn1c(N(CCO)Cc2ccccc2)nc2c1c(=O)[nH]c(=O)n2C | 10 | -6% | 5% | 3 | 6% | 1% | 6% | -2%
COCCN(C(=O)CSc1nnc(-c2ccccc2F)n1N)c1c(N)n(Cc2ccccc2)c(=O)[nH]c1=O | ? | -7% | 10% | -1 | -18% | 11% | -5% | 1%
Cc1cccnc1NS(=O)(=O)c1cccc([N+](=O)[O-])c1 | 13 | 6% | -5% | 3 | 16% | -2% | 18% | -5%
CC(=O)Nc1cccc(OCCOc2cccc([N+](=O)[O-])c2)c1 | 0 | 0% | 3% | -8 | -10% | . | 11% | 4%
Cc1ccc(Sc2cc(C(=O)c3ccccc3C(=O)O)ccc2[N+](=O)[O-])cc1 | -21 | -36%[inhibitor] | -3% | -5 | -3% | 19% | -8% | 4%
O=C(c1ccc(NC2=NC3CS(=O)(=O)CC3S2)cc1)N1CCN(c2ccc([N+](=O)[O-])cc2)CC1 (stereo unspecified) | -1 | -7% | -1% | -3 | 1% | 24% | 1% | -6%
O=C(CSc1nnnn1-c1ccccc1)NCC1(N2CCCCC2)CCCCC1 | -1 | -9% | 5% | 7 | -7% | 5% | 13% | -13%
COc1cc(-c2cc(C(=O)Nc3nc4ccccc4s3)c3ccccc3n2)cc(OC)c1OC | 21 | 1% | -1% | 3 | 1% | . | 4% | 15%
C=CCn1c(=S)[nH]c2cc(C(=O)Nc3ccc(OC)c(OC)c3)ccc2c1=O | 46 | -1% | -6% | 4 | -13% | 12% | -1% | 4%
COc1cc(O)c(C(CC(=O)N2CCCC(C)C2)c2ccc3c(c2)OCO3)c(OC)c1 (stereo unspecified) | -1 | 6% | 5% | 20 | ? | 34% | -2% | -5%
CCn1c(SCC(=O)N2CCCc3ccccc32)nnc1-c1ccoc1C | -5 | -1% | 3% | -3 | 5% | 18% | -18% | 0%

The list is partial, so the mix of outcomes need not match the whole.
